Bioassay records deposited in PubChem BioAssay by several laboratories.
ABHD4 inh – ABHD4 inhibitors, primary screen, biochemical, fluorescence polarization, mouse. purified mABHD4, FP-Rh probe fluorescence polarization. 0.54% of 370,000 active. (Lyso)-N-acylphosphatidylethanolamine lipase (Mus musculus), Q8VD66. AID 720543, 2013. inhibition, % at 8.92 µM;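 active = inhibition exceeding the mean over every tested compound plus 3 SD, cut at about 30% in these data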;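 note: 0% = plate median of compound wells and 100% = S159A mutant with DMSO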
Target sequence (Q8VD66 whole entry, looked up): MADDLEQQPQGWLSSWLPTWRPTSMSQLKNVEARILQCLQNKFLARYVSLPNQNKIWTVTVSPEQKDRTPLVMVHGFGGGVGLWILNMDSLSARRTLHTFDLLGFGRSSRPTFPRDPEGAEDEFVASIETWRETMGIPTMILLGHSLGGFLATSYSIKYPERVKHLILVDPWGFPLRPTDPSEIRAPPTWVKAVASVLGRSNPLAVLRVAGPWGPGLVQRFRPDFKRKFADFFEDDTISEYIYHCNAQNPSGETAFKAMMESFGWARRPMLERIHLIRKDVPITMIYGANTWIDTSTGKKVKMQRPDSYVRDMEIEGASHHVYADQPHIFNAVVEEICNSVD
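System: mouse ABHD4 enzyme, wild type / Medium: HEPES pH 7.0, NaCl, Pluronic buffer / Reagent: FP-Rh activity-based fluorescent probe / Control set: S159A mutant high control, sample median low control / Detection: fluorescence polarization with parallel and perpendicular emission, 525/598 nm / Schedule: 45 min + 60 min at 25 °C / Compound dosing: 8.92 µM, single dose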
LEDGF integ inh – blockers of LEDGF/p75-dependent integrase strand transfer – biochemical, TR-FRET, high throughput, primary screen; HIV-1 integrase (with human LEDGF/p75); TR-FRET IN-LEDGF/p75 DNA integration, Eu/Cy5; inhibition, % at 3.7 µM; 0.64% of 370,000 active; AID 743269, 2014;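 active = inhibition above the screen-wide mean plus 3 SD, cut at about 13% in these data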;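 note: signal is the Cy5 over europium emission ratio at 671 and 618 nm; 0% = plate median of compound wells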
TCR-CD3 inh – inhibitors of human TCR-CD3 interaction, primary screen, biochemical, fluorescence, TAMRA-labeled TCR probe; T-cell receptor (TCR); inhibition, % at 9.4 µM; 0.37% of 360,000 active; in the data active = inhibition above about 19%;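 note: recombinant mutant TCR 2C K166C tagged with TAMRA read by polarization; 0% = receptor in buffer alone and 100% = receptor with positive control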
PRMT1 inh – PRMT1 methyltransferase inhibitors, primary screen, biochemical, fluorescence polarization; recombinant PRMT1, activity-based probe fluorescence polarization; 1.3% of 370,000 active; inhibition, % at 2.79 µM;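 active = inhibition above about 21% made by adding two undisclosed values, limit read from the data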
Rev-erbA mod – modulators of Rev-erb alpha DNA binding, primary screen, biochemical, FITC-DNA, fluorescence polarization, uHTS. AID 1259318, 2017. Nuclear receptor subfamily 1 group D member 1 (Homo sapiens), P20393. Rev-erbα–FITC-DNA binding, 90 min. activity, % at 10 µM. 0.79% of 370,000 active;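 active = activity above about 14%, limit read from the data; passing the limit was not always enough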;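 note: 0% = DMSO wells with 35 nM protein and 100% = DMSO wells with 750 nM protein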
HTRA1 inhibitor – HTRA1 serine protease inhibitors, primary screen, biochemical, fluorescence polarization, HTS; inhibition, % at 5.96 µM; AID 504803, 2011; 0.5% of 340,000 active; Q92743; recombinant HTRA1, FP-rhodamine activity-based probe; in the data active = inhibition above about 36%;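 note: 0% = enzyme with DMSO and 100% = wells lacking enzyme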
PG9 binder – binders of HIV-1 gp120 antibody PG9, primary screen, biochemical, TR-FRET | HIV-1 gp120 / PG9 antibody interaction | TR-FRET gp120-PG9 antibody binding | inhibition, % at 6.7 µM | 0.43% of 360,000 active | AID 624416, 2012; in the data active = inhibition above about 8.5%
UHRF1 binding – UHRF1 methylated DNA binding inhibitors, primary screen, counter-screen for MBD2 inhibitor project, biochemical, TR-FRET, human UHRF1, single concentration; E3 ubiquitin-protein ligase UHRF1 (Homo sapiens), Q96T88; UHRF1 binding to methylated oligo; inhibition, % at 4.4 µM; 0.75% of 370,000 active; AID 687016, 2013; in the data active = inhibition above about 21%;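 note: UHRF1 SRA domain binding a hemimethylated CpG hairpin DNA probe; 0% = median of test compound wells and 100% = reference inhibitor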
MBD2 DNA inh – inhibitors of MBD2 binding to methylated DNA, primary screen, biochemical, TR-FRET, DNA-binding domain, human; Methyl-CpG-binding domain protein 2 (Homo sapiens), Q9UBB5; MBD2 binding to methylated oligonucleotide; inhibition, % at 4.4 µM; 0.31% of 370,000 active; in the data active = inhibition above about 13%
Target sequence (Q9UBB5 whole entry, looked up, the tested form may be a part): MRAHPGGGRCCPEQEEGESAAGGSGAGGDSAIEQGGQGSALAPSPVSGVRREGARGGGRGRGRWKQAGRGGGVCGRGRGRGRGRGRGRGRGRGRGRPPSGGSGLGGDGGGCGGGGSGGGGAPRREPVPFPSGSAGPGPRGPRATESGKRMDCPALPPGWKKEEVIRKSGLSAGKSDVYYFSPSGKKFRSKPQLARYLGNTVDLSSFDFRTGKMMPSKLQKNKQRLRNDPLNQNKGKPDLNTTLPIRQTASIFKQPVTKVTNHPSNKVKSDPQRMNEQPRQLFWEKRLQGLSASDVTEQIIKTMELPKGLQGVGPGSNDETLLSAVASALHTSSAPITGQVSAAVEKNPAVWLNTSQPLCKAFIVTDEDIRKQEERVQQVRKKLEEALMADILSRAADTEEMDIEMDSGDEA
rCAG binder – binders of r(CAG) RNA repeats, primary screen, biochemical, fluorescence | r(CAG) RNA repeat, TO-PRO-1 dye displacement fluorescence | inhibition, % at 3 µM | 1.3% of 370,000 active;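 active = inhibition above the plate cutoff, the mean of all test compounds on that plate plus 3 SD, cut at about 35% in these data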;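 note: 0% = DMSO alone and 100% = 100 µM mitoxantrone as full dye displacement; higher means more dye released from RNA so lower well fluorescence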
The depositor's hits bear a star; · = no result given. Some of the compounds tested (hit frequency here may not be typical).

SMILES | ABHD4 inh | LEDGF integ inh | TCR-CD3 inh | PRMT1 inh | Rev-erbA mod | HTRA1 inhibitor | PG9 binder | UHRF1 binding | MBD2 DNA inh | rCAG binder
O=C(Cn1cnc2ccccc2c1=O)NCc1ccco1 | 5 | 0 | 3 | 1 | -3 | 1 | -2.5 | -1 | 2 | -2
COc1cc(CN2CC(=O)N(c3ccc(C)cc3)C2=S)cc(OC)c1OC | -14 | 3 | -6 | -4 | 7 | -3 | -0.6 | -4 | -2 | 1
COc1ccc(CCN2CC(C(=O)NC3CCOCC3)CCC2=O)cc1 (stereo not drawn) | 1 | -3 | -1 | 3 | -3 | 2 | -0.1 | 2 | 1 | -4
Cc1cccc(OCCCC(=O)Nc2nccs2)c1 | -5 | 0 | 4 | 0 | -1 | -9 | -1.7 | 0 | -3 | 2
CCCCn1nnnc1C(C1CC1)N1CCN(C/C=C/c2ccccc2)CC1 (stereo not drawn) | -2 | 0 | -3 | 2 | 4 | · | -1.8 | 2 | -1 | 2
Nc1nc(Br)c2c(F)cccc2c1-c1ccccc1 | -1 | 2 | -1 | -3 | -6 | -3 | -1.3 | 5 | -4 | 3
Cc1ccc(N2CC(C(=O)Nc3nnc(SCC(=O)N4CCOCC4)s3)CC2=O)cc1 (stereo not drawn) | 3 | -6 | -5 | 2 | 2 | -1 | -2.1 | 2 | -2 | 0
CC(=O)Nc1ccc(S(=O)(=O)N2c3ccc(F)cc3CCC2C)cc1 (stereo not drawn) | -18 | 2 | -4 | -3 | 7 | -11 | -1.9 | 2 | -2 | 3
Cc1ccc(NC(=O)COC(=O)COc2cccc3c2OC(C)(C)C3)cc1C | 0 | -2 | -3 | 1 | -4 | 0 | -0.4 | 3 | 1 | -8
c1sc2[n+](c1C13CC4CC(CC(C4)C1)C3)CCS2 | -10 | -1 | -4 | 4 | -1 | 4 | -0.6 | 6 | 2 | -1
c1ccc(CCc2nc3ccccc3[nH]2)cc1 | -1 | 0 | 0 | -3 | -3 | 1 | -2.0 | 1 | 1 | 0
Cc1ccc(C(=O)Nc2cccc(C(F)(F)F)c2)cc1NC(=O)c1c[nH]c2cc(C(F)(F)F)ccc2c1=O | 10 | -1 | 0 | 0 | -1 | 6 | -2.0 | 4 | -4 | 0
COc1ccc(C2C3C=CCC(c4cccc(-c5ccc(C)cc5)c4)C3C(=O)N2Cc2ccccc2)cc1Cl (stereo not drawn) | -6 | 0 | 3 | 0 | -5 | -34 | -1.6 | 1 | 1 | 14
Cc1ccc(CCN2CC(C(=O)NCc3ccc4c(c3)OCO4)CC2=O)cc1 (stereo not drawn) | 0 | 1 | 1 | -6 | 1 | 1 | -1.9 | -1 | -3 | -6
Cc1ccc(OCCCn2ccnc2)c([N+](=O)[O-])c1 | -2 | 0 | 8 | 0 | 0 | 7 | 1.3 | 0 | -5 | -4
N#CCCn1cc(C(=O)N2CCCCC2)c(-c2ccc([N+](=O)[O-])cc2)n1 | 0 | 1 | 10 | -2 | -4 | -6 | -0.9 | 1 | 0 | -3
CCCc1nc2c(=O)n(C)c(=O)nc-2n(C)n1 | 1 | -18 | -5 | 4 | -27 | 29 | -1.2 | 18 | 22* | -4
COc1ccc(Nc2ncnc3ccccc23)c(OC)c1 | 10 | -2 | 7 | -2 | -4 | 1 | -0.5 | -2 | 3 | 2
Cc1ccc(NC(=O)C2(C)CCCN2C)cc1C (stereo not drawn) | -7 | 2 | -3 | 1 | 2 | · | 0.1 | 4 | -3 | 2
CCc1cc(C(=O)Nc2cc(S(=O)(=O)N(C)C)ccc2C)sc1C | -3 | 3 | 1 | -3 | 7 | -5 | 1.6 | -3 | -5 | 2
Cc1cc(N/N=C/c2ccncc2)c([N+](=O)[O-])cc1[N+](=O)[O-] | -2 | 1 | 2 | -5 | 0 | -3 | -1.3 | 0 | 0 | 2
COc1ccc2[nH]c3c(=O)n(CCCCC(=O)N4CCCC4)c(=S)[nH]c3c2c1 | 1 | -3 | 4 | -3 | -25 | 3 | 1.4 | 0 | 2 | 5
N#CCCN(C(=O)COC(=O)C1CCN(S(=O)(=O)c2cccs2)CC1)c1ccccc1 | -6 | -5 | 0 | -1 | -1 | -1 | 1.6 | -4 | -1 | -5
O=C(N/N=C/c1ccc(O)cc1)c1csc2ccccc12 | -7 | -3 | 5 | -2 | 1 | -14 | -1.2 | 1 | 2 | 5
Cc1ccc(-n2[nH]c(C)c(C=Nc3ccc(S(=O)(=O)Nc4nc(C)cc(C)n4)cc3)c2=O)c(C)c1 | 1 | -3 | 0 | 1 | 2 | 2 | -1.2 | -7 | -3 | 7

An excerpt of these results, as comma-separated lines.
SMILES,ABHD4 inh,LEDGF integ inh,TCR-CD3 inh,PRMT1 inh,Rev-erbA mod,HTRA1 inhibitor,PG9 binder,UHRF1 binding,MBD2 DNA inh,rCAG binder
CCc1cc(C(=O)Nc2cc(S(=O)(=O)N(C)C)ccc2C)sc1C,-3,3,1,-3,7,-5,1.6,-3,-5,2
Cc1cc(N/N=C/c2ccncc2)c([N+](=O)[O-])cc1[N+](=O)[O-],-2,1,2,-5,0,-3,-1.3,0,0,2
COc1ccc2[nH]c3c(=O)n(CCCCC(=O)N4CCCC4)c(=S)[nH]c3c2c1,1,-3,4,-3,-25,3,1.4,0,2,5

Further records.
SMILES | ABHD4 inh | LEDGF integ inh | TCR-CD3 inh | PRMT1 inh | Rev-erbA mod | HTRA1 inhibitor | PG9 binder | UHRF1 binding | MBD2 DNA inh | rCAG binder
NC(=NCCc1ccc(Cl)cc1)NS(=O)(=O)c1ccc(F)cc1 | -9 | 0 | -1 | 1 | -2 | -4 | -2.1 | 0 | 0 | 2
Cc1cc(=O)[nH]c(SCC(=O)Nc2ccc(Br)cc2)c1C#N | 4 | -2 | -2 | 3 | 2 | -10 | 0.6 | 1 | 1 | 30
COc1ccc(-c2cn3ccccc3n2)cc1[N+](=O)[O-] | -2 | 3 | 15 | 0 | 1 | 2 | -1.6 | -8 | 1 | 2
O=Cc1ccc(-n2nncc2-c2ccc([N+](=O)[O-])cc2)cc1 | 1 | 2 | 8 | -3 | 5 | -6 | -1.8 | -1 | -2 | 2
COc1cccc(N(C)C(=O)[C@@H](C)[C@@H](O)c2ccc(C(C)=O)cc2)c1 | 6 | -3 | · | -3 | -1 | · | · | -2 | -2 | 0
O=C(/C=C/c1cccs1)c1cc(Br)ccc1OC(=O)N1CCOCC1 | -9 | 3 | 0 | -4 | 5 | -5 | -1.3 | -5 | -7 | 1
Cc1nc2sc(C(=O)NCc3ccncc3)c(N)c2c(C)c1Cl | 3 | 2 | · | 15 | 4 | · | · | 1 | 1 | 4
CC(Oc1ccc2c3c(c(=O)oc2c1)CCCC3)C(=O)NCCN1CCOCC1 (stereo not drawn) | -2 | -1 | -12 | 2 | -4 | 2 | 1.4 | 1 | -1 | -8
CCCc1nnc(NC(=O)c2nc(S(=O)(=O)Cc3ccc(C)cc3)ncc2Cl)s1 | -7 | 3 | 8 | 6 | 8 | 6 | -1.0 | -2 | 1 | 30
Cc1cc(-c2ccc(Cl)cc2)c2cnn(C(C)C)c2n1 | -14 | 6 | -3 | -7 | -2 | -10 | -1.4 | 3 | -2 | -5
Cc1ccc(C(=O)O/N=C(\N)c2ccccn2)cc1 | -10 | -9 | -8 | 6 | 3 | 7 | -0.3 | 4 | 6 | -3
Cc1ccc(C2CC(=O)c3cnc(N4CCc5ccccc5C4)nc3C2)cc1 (stereo not drawn) | 6 | 1 | -1 | -4 | -3 | -12 | -0.8 | 4 | -1 | 5
Cn1c(CN2CCCC2)c(C#N)c2ccccc21 | 1 | -3 | 1 | -4 | 9 | 3 | -1.7 | 65* | -4 | -4
NS(=O)(=O)c1ccc(NC(=O)CN2CCc3ccccc3C2)cc1 | 0 | 0 | -2 | 1 | 0 | -1 | -0.1 | -1 | 0 | 5
CC(C)c1ccc(CNc2ncc(Br)cn2)cc1 | -3 | -4 | -1 | -3 | -4 | 1 | 0.1 | 1 | -1 | -1
O=C1CC(C(=O)O)NC(=S)N1 (stereo not drawn) | 1 | 3 | 1 | 4 | 0 | 5 | -4.2 | 2 | -4 | 0
CCc1ccccc1N(C(=O)CNC(=O)c1ccco1)C(C(=O)NC1CCCC1)c1cccnc1 (stereo not drawn) | -15 | 4 | -4 | -3 | -4 | 1 | -1.6 | 2 | 2 | -1
COc1ccc(CCC(=O)OCC(=O)N(C)c2c(N)n(Cc3ccccc3)c(=O)[nH]c2=O)cc1 | 0 | -5 | 3 | 1 | 4 | -2 | 0.7 | 2 | 1 | -3
Cc1cc(C)n(-c2nc3sc4c(c3c3nnc(SC(C)C)n23)CC(C)(C)OC4)n1 | 6 | 0 | -3 | 1 | 2 | 1 | 1.5 | 0 | -1 | 3
CC1CCCC(NC(=O)CCC(=O)c2ccc(F)cc2)C1C (stereo not drawn) | 0 | 0 | 1 | 0 | -8 | -15 | 1.0 | -1 | 6 | 1

Ordered by the number under TCR-CD3 inh (highest first): some entries from above.
| Molecule | TCR-CD3 inh |
| --- | --- |
| N#CCCn1cc(C(=O)N2CCCCC2)c(-c2ccc([N+](=O)[O-])cc2)n1 | 10 |
| Cc1ccc(C(=O)Nc2cccc(C(F)(F)F)c2)cc1NC(=O)c1c[nH]c2cc(C(F)(F)F)ccc2c1=O | 0 |
| CC(Oc1ccc2c3c(c(=O)oc2c1)CCCC3)C(=O)NCCN1CCOCC1 (stereo not drawn) | -12 |
